Bioassay records (PubChem)
PGC1a acetyl inh = lowers PGC1a acetylation signal in U2OS cells; AlphaScreen anti-acetyl-lysine; with virally co-expressed GCN5 acetyltransferase; inhibition, % at 15.6 µM; actives 0.17% (n = 350,000); AID 651687;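 active = every replicate shows inhibition of at least 40%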;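 also: 0% = neutral control wells and 100% = positive control wells; some results beyond the cut were filed as inactive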
miR-122 sensor = inhibitors of miR-122 in Huh7 cells; Huh7 miR-122 Renilla luciferase sensor, 48 h; neutral wells = 0, positive control = 100; activation (reporter increase), % at 12.5 µM; actives 0.3% (n = 340,000);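 active = mean replicate activation score at least 90 and every replicate individually at or above 90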;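 also: higher luciferase means less miR-122 activity so hits act as miR-122 inhibitors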
* = called active by the depositor.

SMILES | PGC1a acetyl inh | miR-122 sensor
CCn1c(N)c(C(=O)NCc2ccco2)sc1=S | 5 | 66
Cc1ccc(SCCC(=O)NCCSCc2ccccc2C)cc1 | -11 | 13
Nc1ccc2c(c1)C(=O)C(=O)c1ccccc1-2 | 107* | -31
Cc1ccc(-c2n[nH]c(=S)n2/N=C/C=C\c2ccccc2[N+](=O)[O-])cc1 | 9 | -1
NC(=O)Nc1ccc(F)cc1 | -3 | -1
O=C(O)COc1ccccc1C(Nc1cccnc1)c1cc(Cl)c2cccnc2c1O (centres undefined) | -6 | 5
CCCOc1ccc2ccccc2c1/C=N/n1c(C)nnc1-n1nc(C)cc1C | 2 | 3
c1cncc(CNc2ccc3c(c2)OCO3)c1 | 1 | -4
COc1ccc(S(=O)(=O)Nc2nc3n(n2)C(c2ccc(Cl)cc2)CC(=O)N3)cc1 (centres undefined) | 15 | -5
Cc1ccc(OC(=S)Nc2ccc(O)cc2)cc1 | -14 | -3
COC(=O)c1ccc(/C=N/NC(=O)CC(=O)NCC(C)C)cc1 | -9 | -6
Cc1cccc(-n2cnc(C(=O)N/N=C\c3ccc(Br)cc3)c2)n1 | 4 | -3

Whole records from above. Order of values: PGC1a acetyl inh, miR-122 sensor
Cc1ccc(OC(=S)Nc2ccc(O)cc2)cc1 as listed: -14, -3
CCn1c(N)c(C(=O)NCc2ccco2)sc1=S as listed: 5, 66

(continued)
SMILES | PGC1a acetyl inh | miR-122 sensor
O=C(NNC(=O)c1cc(OCC(F)(F)F)ccc1OCC(F)(F)F)c1cccc(C(F)(F)F)c1 | 9 | 78
Cc1cccc(NC2=Nc3ccccc3N3C2=Nc2c(c(C)nn2-c2ccccc2)C3c2ccc(O)c(O)c2)c1 (centres undefined) | -7 | 8
Cc1ccc(N2CC(C(=O)N/N=C/c3cccc([N+](=O)[O-])c3)CC2=O)cc1 (centres undefined) | 7 | -9
CC1CN(C(=S)c2cccc([N+](=O)[O-])c2)CC(C)O1 (centres undefined) | -10 | -4
COc1ccc(-c2ccc(-c3noc(-c4ccccc4OC)n3)c(OC)n2)cc1 | -4 | 2
O=C(CN1CCN(S(=O)(=O)c2ccc(Br)cc2)CC1)Nc1ccc(F)cc1F | 3 | -7
Cc1nnc(SC(C)C(=O)Nc2ncc(Cl)cc2Cl)n1Cc1ccccc1 (centres undefined) | 23 | -2
COc1ccccc1N1CCN(C(=O)c2cc3c(s2)CCC3)CC1 | -9 | 1
Cc1sc2ncnc(NCC(C)(C)N3CCOCC3)c2c1C | 1 | -12
CC(=NCCc1ccccc1)C1=C(O)CSC1=O | -18 | 3
CCOC(=O)c1sc2c(c1C)C(c1cccs1)C1=C(CCCC1=O)N2 (centres undefined) | -18 | 2
CN1C(=O)/C(=N/OC(=O)c2ccccc2)c2ccccc21 | -16 | 3
CCn1nc(C)cc1-c1n[nH]c(=S)n1N | 0 | -1
COc1ccc(C(=O)/C=C/c2cccs2)c(OC(=O)c2cccc([N+](=O)[O-])c2)c1 | 2 | 0
C=CCOC(=O)C1C(=O)CC(C)(O)C(C(=O)OCC=C)C1c1ccc(OCC)cc1 (centres undefined) | 0 | -1
Cc1ccc(OCc2nc(-c3ccccn3)n[nH]2)cc1 | -16 | -2
CN(CCC#N)C(=O)c1ccc(CNS(=O)(=O)c2ccc(F)cc2)cc1 | 5 | -3
CC(=O)Nn1c(C)nnc1-n1nc(C)cc1C | -4 | -3
Nc1cc(=O)[nH]c(SC/C=C/c2ccccc2)n1 | -16 | -3
COCC(=O)N(Cc1cc2cc(OC)ccc2[nH]c1=O)c1ccccc1OC | 2 | 8
CCOC(=O)c1sc(NC(=O)CN2CCCC2)c(C(=O)OCC)c1C | 0 | -7
COc1ccc(N2CCN(C(=O)c3ccc(OCc4c(C)noc4C)c(OC)c3)CC2)cc1 | 9 | -11
COc1ccc(Cl)cc1N1CCN(CCNC(=O)Nc2ccccc2C)CC1 | -4 | -7
Oc1cccc(-c2nc3ccc4ccccc4c3c3c2CCC3)c1 | -11 | -4
O=c1[nH]c2ccc(Cl)cc2c(-c2ccccc2)c1SC(=S)N1CCOCC1 | 4 | 3
CCOC(=O)c1c(C)[nH]c(C)c1C(=O)CSc1nnc(-c2ccncc2)n1Cc1ccccc1 | -12 | -2
CCOC(=O)Nc1sc(C(=O)N(C)C)c(C)c1C(=O)OCC | 4 | -7
C1CCC(c2nn3c(-c4n[nH]c5c4CCC5)nnc3s2)CC1 | 2 | -8
Brc1ccccc1-c1nnc(COc2cccc3cccnc23)o1 | -9 | 5
CCCCCCC(=O)NC(Nc1ccc(S(N)(=O)=O)cc1)C(Cl)(Cl)Cl (centres undefined) | 14 | 2
Cc1nn2cc(-c3ccccc3)nc2[nH]c1=O | 9 | -6
O=C(c1ccc2ncsc2c1)N1CCN(c2ccc(O)cc2)CC1 | 5 | 0
CCOc1ccc(Br)cc1/C(C)=N\NC1=NCCN1 | -18 | -1
Cn1c(SCc2ccccc2Cl)nc2ccccc21 | -4 | 1
COc1ccc(C2(C)NC(=O)N(CC(=O)Nc3ccc4c(c3)OCO4)C2=O)cc1OC (centres undefined) | -4 | 1
Cc1cc(C)c2[nH]c(=O)c(C(c3nnnn3Cc3ccc4c(c3)OCO4)N3CCCCC3)cc2c1 (centres undefined) | 19 | 5

Copied from above, 17 compounds:
SMILES | PGC1a acetyl inh | miR-122 sensor
COCC(=O)N(Cc1cc2cc(OC)ccc2[nH]c1=O)c1ccccc1OC | 2 | 8
CCOC(=O)c1sc(NC(=O)CN2CCCC2)c(C(=O)OCC)c1C | 0 | -7
COc1ccc(N2CCN(C(=O)c3ccc(OCc4c(C)noc4C)c(OC)c3)CC2)cc1 | 9 | -11
COc1ccc(Cl)cc1N1CCN(CCNC(=O)Nc2ccccc2C)CC1 | -4 | -7
Oc1cccc(-c2nc3ccc4ccccc4c3c3c2CCC3)c1 | -11 | -4
O=c1[nH]c2ccc(Cl)cc2c(-c2ccccc2)c1SC(=S)N1CCOCC1 | 4 | 3
CCOC(=O)c1c(C)[nH]c(C)c1C(=O)CSc1nnc(-c2ccncc2)n1Cc1ccccc1 | -12 | -2
CCOC(=O)Nc1sc(C(=O)N(C)C)c(C)c1C(=O)OCC | 4 | -7
C1CCC(c2nn3c(-c4n[nH]c5c4CCC5)nnc3s2)CC1 | 2 | -8
Brc1ccccc1-c1nnc(COc2cccc3cccnc23)o1 | -9 | 5
CCCCCCC(=O)NC(Nc1ccc(S(N)(=O)=O)cc1)C(Cl)(Cl)Cl (centres undefined) | 14 | 2
Cc1nn2cc(-c3ccccc3)nc2[nH]c1=O | 9 | -6
O=C(c1ccc2ncsc2c1)N1CCN(c2ccc(O)cc2)CC1 | 5 | 0
CCOc1ccc(Br)cc1/C(C)=N\NC1=NCCN1 | -18 | -1
Cn1c(SCc2ccccc2Cl)nc2ccccc21 | -4 | 1
COc1ccc(C2(C)NC(=O)N(CC(=O)Nc3ccc4c(c3)OCO4)C2=O)cc1OC (centres undefined) | -4 | 1
Cc1cc(C)c2[nH]c(=O)c(C(c3nnnn3Cc3ccc4c(c3)OCO4)N3CCCCC3)cc2c1 (centres undefined) | 19 | 5

(further entries)
SMILES | PGC1a acetyl inh | miR-122 sensor
COC(=O)c1[nH]c2c(c1C)C(=O)CC(c1cccs1)C2 (centres undefined) | -11 | 51
COCCNC(=O)c1cn(Cc2c(F)cccc2Cl)nn1 | 4 | 3
Cc1nc(SCC(=O)Nc2c(C)n(C)n(-c3ccccc3)c2=O)nc(C)c1C | 4 | 3
C/C(=N\NC(=O)c1cccc(Cl)c1)c1cccc(NC(=O)c2ccco2)c1 | -11 | 1
CSc1cc(/C=N/O)c(SC)s1 | -21 | 7
C=CCN1C(=O)/C(=C2/Sc3ccccc3N2C)SC1=Nc1c(C)n[nH]c1C | 3 | 2
Cc1c(C(=O)NCc2cccnc2)sc2ncn(CC(=O)N3CCCCC3C)c(=O)c12 (centres undefined) | 5 | -4
Cc1cccc(OCc2nc(C)cc(=O)[nH]2)c1 | 21 | 6
Fc1ccc(Cn2ccc(-c3cnc(-c4ccccc4)s3)n2)cc1 | 6 | -6
COc1cccc(-c2ccc(-c3noc(-c4cccs4)n3)c(OC)n2)c1 | 0 | 0
COc1cc(CNCCO)cc(Br)c1OCc1cccs1 | -13 | 3
CCOC(=O)c1sc(NC(=O)CN(CC)CC)c(C(=O)OCC)c1C | -3 | -3
Cc1ccc(S(=O)(=O)CCc2nnc(NC(=O)c3ccco3)s2)cc1 | 2 | -1
Cc1ccc(C2/C(=C(/O)c3ccc(Br)cc3)C(=O)C(=O)N2Cc2ccco2)o1 (centres undefined) | 1 | 10
CCCc1nc2ccccc2c(=O)n1/N=C/c1c(C)[nH]n(-c2ccc(C)cc2)c1=O | -9 | 3
NC(=O)Cn1c2[n+](c3ccccc31)CC(O)CS2 (centres undefined) | -11 | -2
CCC(=O)c1c[nH]c(C(=O)NCC2CCCO2)c1 (centres undefined) | 0 | 2
COCCn1c(SC(C)C(=O)Nc2ncc(Cl)cc2Cl)nc2ccccc21 (centres undefined) | 44* | 2
C=C(Cl)COc1ccc2c(CCCC)cc(=O)oc2c1 | -26 | 2
O=C(/C=C/N1CCOCC1)c1cc2ccccc2o1 | -24 | 8
CC(Sc1nnc(-c2ccc(C(C)(C)C)cc2)n1C)C(N)=O (centres undefined) | 0 | 4
CC(C)C1Cc2c(sc3c2c(=O)n(Cc2ccccc2)c2nncn32)CO1 (centres undefined) | -6 | 0
COc1ccc(OC)c(Nc2nc(C3CC3)nc3c2nnn3Cc2ccccc2)c1 | 1 | -8
COc1ccc(CCNC(=O)COC(=O)c2cnc(C)cn2)cc1 | 7 | 2
CC(C)c1ccc(NC(=O)NC2CCN(CC(=O)Nc3cccc4ccccc34)CC2)cc1 | 3 | -2
COC(=O)c1ccc(CCc2cc(O)ccc2O)cc1 | -14 | -2
CCOC(=O)N1CCN(S(=O)(=O)c2cc(-c3nn4c(C)nnc4c4ccccc34)ccc2C)CC1 | -6 | -1
CC1=CC=CN2CC(O)CN=C12 (centres undefined) | -2 | 5
CCOC(=O)c1c(NC(=O)c2cccs2)sc(C)c1C | 16 | -2
CC(C)CCNC(=O)C(c1cccs1)N(CC1CCCO1)C(=O)Cn1nnc2ccccc21 (centres undefined) | -2 | 37
Cc1cc(=O)n(CC(C)O)c(O)c1C#N (centres undefined) | -1 | -3
Cc1cccc(NS(=O)(=O)c2cccc3nonc23)c1 | -6 | 7
CCc1ccc(N2CC(C(=O)Nc3nnc(CC)s3)CC2=O)cc1 (centres undefined) | 13 | -2
CS(=O)(=O)N(Cc1ccc(C(=O)NC2CCCCC2O)cc1)c1ccccc1 (centres undefined) | -11 | 6
O=C(C[n+]1cccc(NC(=O)c2ccccc2)c1)c1ccccc1 | 0 | 14
CSc1nc(-c2ccc(Cl)cc2)nn1C(=O)c1ccco1 | -1 | -3
O=S(=O)(c1cccc2cccnc12)N1CCN(Cc2ccc3c(c2)OCO3)CC1 | -3 | 2
Cc1cccc(Oc2sc(C(=O)c3ccccc3)c(N)c2C#N)c1C | 31 | 15
Cc1csc(NC(=O)c2cc3c(s2)CCCCC3)n1 | -5 | -5
BrC(=C\c1ccccc1)/C=N/N1CCN(Cc2ccccc2)CC1 | -10 | 7
CCCCS/C(N)=N/N=C/c1cc(C)ccc1O | -2 | 4
O=[N+]([O-])c1cc(S(=O)(=O)C(F)(F)F)ccc1Sc1nc2ccccc2[nH]1 | 25 | 9
CCn1c(=O)c(C(=O)CN(C)Cc2cccc(OC)c2OC)c(N)n(Cc2ccccc2)c1=O | 20 | 7
CCCc1ccc(OCC(=O)NNC(=S)NC(=O)c2ccco2)cc1 | -6 | 8
CC(C)=CCCC(C)N(C=O)C(C)CCC=C(C)C (centres undefined) | 1 | -7
COC(=O)c1[nH]c(C)c(/C(O)=C2\C(=O)C(=O)N(CCN3CCOCC3)C2c2cccs2)c1C (centres undefined) | -3 | 2
CCc1cccc(NC(=O)C2CCCN(S(=O)(=O)c3c(C)[nH]c(=O)[nH]c3=O)C2)c1 (centres undefined) | -13 | -4
CCOC(=O)c1cc(C(=O)OCC)c2ccccn2c1=O | 13 | -2
COc1cccc(Cn2c(NCc3cccnc3)nc3c2c(=O)n(C)c(=O)n3C)c1 | 71* | 3
CCn1c(SCC(=O)c2cccs2)nnc1-c1ccco1 | -14 | 1
CCC(c1nnnn1CCc1ccccc1)N(Cc1ccco1)Cc1cc2c(C)ccc(C)c2[nH]c1=O (centres undefined) | -7 | -6
Cc1c(C(=O)OCc2ccccc2)nnn1-c1nonc1N | 7 | -2
Nc1nnc(CCS(=O)(=O)c2cc(Cl)ccc2Cl)s1 | -12 | -4
O=C(COC(=O)[C@H](Cc1ccccc1)N1C(=O)c2ccccc2C1=O)Nc1ccc2c(c1)OCO2 | -6 | -1
Cc1nnc(SCC(=O)c2cc(C)n(C3CC3)c2C)s1 | 2 | -5
CCOc1cc(OCC)cc(C(=O)NC(=S)Nc2cccc(C(F)(F)F)c2)c1 | 8 | 8
O=c1c2ccccc2cnn1-c1ccc(Br)cc1 | -11 | 4
CCc1cc2ccc(C)cc2nc1SCC(=O)N1CCN(C(=O)c2ccco2)CC1 | -2 | 3
O=C(Nc1ccc2oc(-c3cccnc3)nc2c1)c1ccco1 | 4 | -10
Cc1cc(Nc2ccccc2)c2c([N+](=O)[O-])cc(C)c(C)c2n1 | 9 | 24
(next part)
SMILES | PGC1a acetyl inh | miR-122 sensor
CC(C)Cn1cnc2sc3c(c2c1=N)CCCC3 | 2 | -13
Cc1cc(C(=O)CSc2nnc(-c3cccnc3)n2-c2ccccc2F)c(C)n1CC1CCCO1 (centres undefined) | -6 | 2
N=c1c2c(n(Cc3ccc(Cl)c(Cl)c3)c3c1CCC3)CCCC2 | -22 | -11
CC(C)CC1NC(=O)N(CC(=O)N2CCN(S(=O)(=O)c3ccccc3)CC2)C1=O (centres undefined) | 9 | -1
CC(=O)N1CCN(S(=O)(=O)c2cccc(C(=O)NC3CCCc4ccccc43)c2)CC1 (centres undefined) | -22 | -2
O=C1c2ccccc2-c2c1nc1c([n+]2[O-])CCCC1 | -1 | -4
CO/N=C(\Cn1ncc(N2CCCC2)c(Cl)c1=O)c1ccc(Cl)cc1 | 20 | 8
COC(=O)c1ccc(NC(=O)CSc2nncn2C)cc1 | -8 | -8
Cc1cc(C)c(S(C)(=O)=O)c(Oc2ccc(F)cc2)n1 | 2 | 0

This is a subset. The share of hits here may be higher or lower than overall.
